# Bioassay records (PubChem)
# IDH1 R132H inh: qHTS for Inhibitors of mutant isocitrate dehydrogenase 1 (IDH1): qHTS; Potency, µM (highest dose often 76.6 µM), inactives show top-dose activity change, negative = inhibition, actives largely listed as inhibitors; AID 602179, 2012; IDH1-R132H enzyme, NADPH consumption, diaphorase/resazurin fluorescence; 390,000 compounds, 0.093% hits; also: potency is read from the fitted curve at half-maximal effect; % is scaled to controls: 0 for no effect and ±100 for the full control effect; nearly all actives have a fitted effect of over 65% in size
#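 IDH1-R132H (0.5 ug/mL dispensed) in pH 7.5 Tris buffer was preincubated 30 min with compound, then given a substrate mix of 0.016 mM NADPH and 2 mM alpha-KG for 80 min at room temperature; remaining NADPH was read by diaphorase/resazurin fluorescence.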
# PI4K2A inh: qHTS for small molecular inhibitors of PI4K2A | purified PI4K2A, ADP-Glo luminescence, 1 h; active compounds read low | 420,000 compounds, 0.13% hits | activity change, negative = inhibition, % at 76.9 µM; in the data active = activity change below about -50%; inconclusive = mostly about -30% to -49%;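 also: -100% = wells without enzyme as full effect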
# Target sequence (Q9BTU6 whole entry, looked up): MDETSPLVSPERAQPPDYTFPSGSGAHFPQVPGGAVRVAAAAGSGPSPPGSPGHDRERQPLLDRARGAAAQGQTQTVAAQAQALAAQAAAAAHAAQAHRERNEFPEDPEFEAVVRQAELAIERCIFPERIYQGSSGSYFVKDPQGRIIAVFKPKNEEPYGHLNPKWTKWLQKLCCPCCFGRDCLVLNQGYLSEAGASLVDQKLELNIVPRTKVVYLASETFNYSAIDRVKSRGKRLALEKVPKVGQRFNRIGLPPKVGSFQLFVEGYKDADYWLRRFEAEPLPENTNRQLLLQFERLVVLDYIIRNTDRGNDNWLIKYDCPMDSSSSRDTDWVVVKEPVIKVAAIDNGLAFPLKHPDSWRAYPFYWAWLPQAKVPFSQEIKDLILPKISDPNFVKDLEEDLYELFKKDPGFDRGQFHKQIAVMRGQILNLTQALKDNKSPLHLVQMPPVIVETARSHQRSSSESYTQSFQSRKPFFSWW
#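 PI4K2A activity was measured by ADP-Glo luminescence: enzyme (4 ug/mL stock) and phosphatidylinositol (1.2 mM stock) in Tris pH 7.5/MgCl2/EGTA/Triton X-100 buffer were reacted with ATP (300 microM stock) for one hour at ambient temperature.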
# GLS inh: qHTS for Inhibitors of Glutaminase (GLS) | Glutaminase kidney isoform, mitochondrial (Homo sapiens), O94925 | Potency, µM (doses to about 45.5 µM), inactives show at the highest dose activity change, negative = inhibition, usual class: inhibitors | 410,000 compounds, 0.21% hits | GLS enzymatic activity, qHTS titration; also: potency is read from the fitted curve at half-maximal effect; % is scaled to controls: 0 for no effect and ±100 for the full control effect
#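 hKGA in 45 mM KH2PO4 (pH 8.2), 0.02% Tween-20 with compound, then 1mM L-Glutamine (stock as added) plus glutamate oxidase/HRP/Amplex red coupling mix. Fluorescence read initially and after 30 min at RT; signal change reflects glutamate formation.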
# USP1 inh: Inhibitors of USP1/UAF1: Primary Screen; Ubiquitin carboxyl-terminal hydrolase 1 (Homo sapiens), O94782; recombinant USP1/UAF1, Ub-Rhodamine cleavage fluorescence; Potency, µM (top dose mostly 57.1 µM), without a hit: top-dose activity change, negative = inhibition, actives largely listed as inhibitors; 390,000 compounds, 0.23% hits; also: potency is read from the fitted curve at half-maximal effect; % is scaled to controls: 0 for no effect and ±100 for the full control effect; nearly all actives have a fitted effect of over 60% in size; inactives centre near -12
#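 USP1/UAF1 complex (1 nM) preincubated 15 min at room temperature with compound, then Ub-Rho substrate (150 nM final) added. Kinetic fluorescence at 480/540 nm over 6 reads at 60 s intervals; 50 mM HEPES pH 7.8, 0.5 mM EDTA, 0.1 mg/ml BSA, 1 mM TCEP, 0.01% Tween-20.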
# TrxR1 inh: qHTS Assay for Inhibitors of Mammalian Selenoprotein Thioredoxin Reductase 1 (TrxR1): qHTS; recombinant rTrxR1, NADPH fluorescence consumption, selenite substrate; Potency, µM (top dose mostly 114 µM), for the others: top-dose activity change, negative = inhibition, most hits filed as inhibitors; Thioredoxin reductase 1, cytoplasmic (Rattus norvegicus), O89049; 390,000 compounds, 1% hits; also: potency is read from the fitted curve at half-maximal effect; % is scaled to controls: 0 for no effect and ±100 for the full control effect; nearly all actives have a fitted effect of over 65% in size
#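 Rat TrxR1 (90 nM in the dispensed reagent) was pre-reduced with 400 uM NADPH for 5 min at room temperature, then incubated with compound for 15 min. After 400 uM selenite was added, NADPH fluorescence (Ex 340/Em 450 nm) was followed for 8 min.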
# TrxR1 substrate: qHTS Assay for Substrates of Mammalian Selenoprotein Thioredoxin Reductase 1 (TrxR1): qHTS; Thioredoxin reductase 1, cytoplasmic (Rattus norvegicus), O89049; purified TrxR1 substrate turnover, NADPH consumption readout; Potency, µM (titrated, usually from 114 µM), without a hit: at the top dose activity change, negative = substrate turnover; 390,000 compounds, 0.01% hits; also: potency is read from the fitted curve at half-maximal effect; % is scaled to controls: 0 for no effect and ±100 for the full control effect; nearly all actives have a fitted effect of over 50% in size
#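 Rat TrxR1, dispensed at 90 nM, was prereduced with 400 uM NADPH (final) for 5 min at ~22 deg C, then incubated with compound 15 min before 400 uM selenite. A first-read NADPH fluorescence drop versus no-compound background flagged substrates.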
# Pin1 inhibitor: qHTS Assay to Find Inhibitors of Pin1. 390,000 compounds, 0.009% hits. Peptidyl-prolyl cis-trans isomerase NIMA-interacting 1 (Homo sapiens), Q13526. Potency, µM (series often up to 115 µM), inactives show top-dose activity, negative = inhibition, usual class: inhibitors. Pin1 FP peptide displacement, HiFluor488, 10 min. AID 504891, 2011; active = well fitted inhibition curve with a large enough effect in the polarisation, with a control signal flat, not every such curve was filed as active; inconclusive = small, poorly fitted or top-dose-only effect, or effect the other way, or a change in a side signal; inactive = no such curve, though single readings can be large or run the other way; the % refers to the polarisation; also: potency is read from the fitted curve at half-maximal effect; % is scaled to controls: 0 for no effect and ±100 for the full control effect
# HP1b binding inh: HTS for Inhibitors of HP1-beta Chromodomain Interactions with Methylated Histone Tails | 390,000 compounds, 0.56% hits | AlphaScreen HP1-beta / biotin-H3K9me3 peptide binding | Potency, µM (doses to about 114 µM), inactives show at the highest dose activity change, negative = inhibition, actives largely listed as inhibitors | AID 540317, 2011 | Chromobox protein homolog 1 (Homo sapiens), P83916; also: potency is read from the fitted curve at half-maximal effect; nearly all actives have a fitted effect of over 70% in size; inactives centre near 23
#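 AlphaScreen: HP1-beta (50 nM) preformed 30 min with biotin-H3(1-18)K9me3 peptide (50 nM) in PBS pH 7.4, 0.01% Tween-20. Compound added for 30 min at RT, then streptavidin donor/nickel chelate acceptor beads (10 ug/mL) for 30 min.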
# Tb PGK inh: qHTS Assay to Find Inhibitors of Phosphoglycerate Kinase. Phosphoglycerate kinase, glycosomal (Trypanosoma brucei brucei), P07378. PGK/GAPDH coupled, Kinase-Glo luminescence, 60 min. Potency, µM (titrated, usually from 57.5 µM), for the others: top-dose activity change, negative = inhibition, actives largely listed as inhibitors. 380,000 compounds, 0.043% hits. AID 602233, 2012; also: potency is read from the fitted curve at half-maximal effect; % is scaled to controls: 0 for no effect and ±100 for the full control effect; nearly all actives have a fitted effect of over 60% in size
# Target sequence (P07378 whole entry, looked up): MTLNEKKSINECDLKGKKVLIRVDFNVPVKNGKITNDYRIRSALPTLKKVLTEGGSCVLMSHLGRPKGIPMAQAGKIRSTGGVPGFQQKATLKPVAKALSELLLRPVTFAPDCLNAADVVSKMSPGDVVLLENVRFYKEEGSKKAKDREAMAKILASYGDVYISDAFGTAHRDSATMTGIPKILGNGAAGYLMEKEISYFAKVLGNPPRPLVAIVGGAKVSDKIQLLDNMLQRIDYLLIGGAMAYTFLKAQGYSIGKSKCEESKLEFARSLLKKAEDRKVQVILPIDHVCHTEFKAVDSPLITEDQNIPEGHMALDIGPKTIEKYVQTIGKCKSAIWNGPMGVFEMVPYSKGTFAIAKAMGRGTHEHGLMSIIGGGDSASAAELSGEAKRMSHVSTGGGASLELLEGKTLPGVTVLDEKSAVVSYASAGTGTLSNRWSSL
#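 Recombinant glycosomal PGK reaction used 1,3-bisphosphoglycerate generated in-well by GAPDH (100nM final) in 100mM TEA pH 7.6, 5mM MgCl2, 0.01% Tween-20. After 60 minutes at room temperature, ATP was read by Kinase-Glo Plus luminescence end-point.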
# * hit, by the source's call; i = inactive; ? = inconclusive; . = not tested or not shown; [ ] = remark or other dose. Unless noted, calls follow the shape of the dose curve; as a rule, active = well fitted curve in the direction sought with a large enough effect; inconclusive = small, poorly fitted or top-dose-only effect, or another doubt; inactive = no such curve, though single readings can be large; an effect the other way counts as inactive or inconclusive.
SMILES,IDH1 R132H inh,PI4K2A inh,GLS inh,USP1 inh,TrxR1 inh,TrxR1 substrate,Pin1 inhibitor,HP1b binding inh,Tb PGK inh
COc1ccccc1N1CCN(/N=C/c2cc(Br)ccc2F)CC1,-12%,-1,-1%,-9%,39%[11.4 µM],-13%,5%,-5%,-4%
CCCC(=O)C1=C(O)C(C(=O)OC)C(C)(C)CC1=Nc1ccccc1 (configuration not stated),-6%,-12,2%,3%,-17%[57.1 µM],-5%[57.1 µM],-8%,33%,-2%
O=C(NCc1ccco1)c1ccc(N2CCOCC2)c([N+](=O)[O-])c1,-3%,1,15%,-18%,4%[57.1 µM],-7%[57.1 µM],6%,-4%,12%
CCCN(CC(=O)Nc1ccccc1C)C(=O)COc1c(C)cccc1C,-7%,1,2%,-16%,21%,6%,-3%,19%,6%
O=C(Nc1cccc(C(F)(F)F)c1)C1CCN(S(=O)(=O)c2cccc3nsnc23)CC1,12%,0,2%,-26%,7%,-7%,-5%,36%,i
COc1ccc(Cl)cc1NS(=O)(=O)c1cc(Br)cnc1N,2%,2,1%,-8%,16%,3%,-18%,28%,5%
CCc1nn2c(=O)cc(COC(=O)Cc3ccccc3)nc2s1,-14%,0,-8%,-15%,5%[57.1 µM],-3%[57.1 µM],-5%,16%,-2%
O=[N+]([O-])c1cccc(COc2cccc(CN3CCCC3)c2)c1,10%,8,9%,-6%,-2%,2%,-4%,10%,-4%
Cc1cccc(CCNC(=O)c2oc3c(C)c(C)ccc3c2C)n1,-1%,4,-3%,-18%,44%,6%,0%,32%,i
CCOC(=O)c1c(C)[nH]c(C)c1C(=O)COC(=O)c1cccs1,11%,-12,-12%,-3%,-11%,-8%,-1%,6%,6%
O=C(N/C(=C/c1ccco1)C(=O)N1CCc2ccccc21)c1ccco1,4%,-2,-2%,-17%,-61%,2%[57.1 µM],9%,-1%,-2%
COc1cc2c(cc1OC)C(C)N(CCN1C(=O)c3ccccc3C1=O)CC2 (configuration not stated),-8%,-1,4%,-12%,7%[57.1 µM],-7%,0%,31%,-2%
CC(CN1CCN(c2ccccc2)CC1)c1ccccc1 (configuration not stated),5%,5,19%,-4%,15%[57.1 µM],8%[57.1 µM],2%,10%,2%
C=C[C@@H]1c2c(F)cccc2N(S(=O)(=O)c2ccc(C)cc2)[C@H](c2ccc(OC(C)=O)cc2)C1(C#N)C#N,0%,3,1%,?,6%,-3%,16%,22%,5%
CCC(C(=O)NC1CCCC1)N(C(=O)Cn1nnc(-c2ccc(C)cc2)n1)C1CCCC1 (configuration not stated),7%,1,-8%,-20%,7%,-5%,6%,25%,-6%
CCn1cc(CN2CCC(C(=O)Nc3ccc(Oc4ccccc4)nc3)CC2)cn1,-4%,5,3%,2%,7%,2%,3%,6%,-4%
Cc1cccc(C)c1NC(=O)C(NC(=O)c1ccccn1)c1ccc([N+](=O)[O-])cc1 (configuration not stated),10%,0,-10%,-19%,9%,1%,-1%,29%,-5%
Cc1ccc(NC(=O)CN(C)S(=O)(=O)c2cccc3nsnc23)cc1C,-1%,5,-6%,-15%,6%[57.1 µM],-4%[57.1 µM],-2%,14%,-9%
CN1c2ccccc2N(C)C1c1ccc2c(c1)OCO2,3%,7,2%,-6%,3%[57.1 µM],-1%[57.1 µM],-2%,19%,-18%
CC1CCc2c(sc(NC(=O)CCC(=O)O)c2C(=O)NC2CC2)C1 (configuration not stated),0%,1,-20%,-25%,-27%,-10%,-2%,?,-5%
Cc1cccc(C)c1N(CC(=O)N(C)Cc1ccccc1)S(C)(=O)=O,-6%,-3,-1%,-21%,12%,-3%,-9%,44%[activator],-7%
COc1ccc(NC(=O)/C=C/c2ccco2)cn1,8%,1,-14%,-17%,-51%,4%[57.1 µM],?,6%,-9%
CC1CC(C)CN(C(=O)c2ccc3c(c2)N(Cc2ccccc2)CCS3)C1 (configuration not stated),-20%,-2,19%,-15%,19%[57.1 µM],20%[57.1 µM],0%,11%,-6%
Cc1nc(C)c(Cc2ccccc2Cl)c(=O)[nH]1,-5%,-1,-9%,-25%,-7%,-1%,-4%,22%,-9%
Clc1cc2cccnc2c2ncccc12,3%,-4,0%,-19%,36%,11%,10%,22%,-7%
COc1cc2c3nnc(-c4ccc(F)cc4)c-3cn(Cc3cccc(F)c3)c2cc1OC,-2%,2,2%,?,-23%,-10%,?,-32%,5%
COC(=O)c1ccc(NC(=O)C2CCCN2C(=O)OCc2ccccc2)cc1 (configuration not stated),5%,-5,0%,-12%,17%,1%,-9%,29%,-4%
CCNC(=S)NNC(=O)c1ccccc1Cl,2%,-3,25%,-11%,-1%,5%,1%,29%,-9%
CCOC(=O)C1=c2/c(=C/c3ccncc3)c(N)c(C(=O)OC)n2C(=O)C(c2ccncc2)S1 (configuration not stated),-13%,4,-1%,2%,14%[57.1 µM],6%[57.1 µM],1%,7%,i
CCCCN1C[C@H](CSC)[C@@H](CC(=O)Nc2ccc(Br)cc2)C1=O,3%,-1,16%,1%,.,.,.,.,-4%
CCN(c1ccccc1)S(=O)(=O)c1ccc(C(=O)NCc2ccccn2)cc1,-1%,1,-9%,-27%,28%[57.1 µM],5%[57.1 µM],5%,46%[activator],i
O=C(Nc1ccc(C(=O)O)cc1)/C(=C\c1ccccc1)NC(=O)c1ccco1,-1%,-1,19%,-15%,0%[57.1 µM],-1%[57.1 µM],0%,-18%,1%
Cc1ccc(C(=O)NCCNC(=O)COc2ccccc2Cl)cn1,-4%,-3,-15%,-2%,9%,1%,-9%,4%,0%
CCOC(=O)C1CCN(C(=O)c2ccc3c(c2)S(=O)(=O)c2ccccc2C3=O)CC1,5%,0,?,-10%,?,-5%,3%,2%,-6%
Fc1ccccc1CN1CCCCCCC1,2%,5,0%,-10%,5%,12%,0%,?,.
O=C(Cn1c(=O)c2cccn2c2ccc(F)cc21)N1CCN(c2ccccc2F)CC1,-31%,-2,-10%,-21%,3%,-3%,-5%,15%,-2%
Cn1c(Cn2c(=O)sc3ccccc32)nnc1SCC(=O)NCc1ccc2c(c1)OCO2,-7%,-1,1%,-26%,14%,1%,-7%,35%,-9%
Cc1ccc(C(=O)NC(C)c2ccccc2)cc1Br (configuration not stated),2%,1,-10%,-19%,-5%,-1%,-4%,64%[activator],-3%
CC(C)c1ccc2oc(=O)cc(CN3CCN(Cc4ccccc4)CC3)c2c1,-2%,2,7%,-16%,-1%,-8%,1%,22%,-4%
CCOc1ccc2nc(SCC(=O)Nc3nonc3C)[nH]c2c1,14%,1,3%,-20%,9%[57.1 µM],-8%,1%,14%,-3%
CCOC(=O)C1C(=O)CC(C)(O)C(C(=O)OCC)C1c1cccs1 (configuration not stated),1%,0,3%,-6%,5%,-2%,-4%,18%,-6%
COc1ccc(/C=N/NC(=O)c2cccnc2)cc1CN1CCN(c2ccc(F)cc2)CC1,6%,-24,21%,-3%,16%,-6%,6%,13%,17%
CCOc1ccc(S(=O)(=O)N2CCC(C(=O)N3CCN(c4ccccc4F)CC3)CC2)cc1C,2%,2,13%,-2%,-13%,-19%,8%,1%,-4%
Cc1ccc(NC(=S)NCCN2CCOCC2)cc1,-1%,-4,18%,-18%,-15%,0%,-10%,20%,i
OC(COc1cccc(OCC(O)CN2CCCC2)c1)CN1CCCC1 (configuration not stated),-4%,4,26%,-7%,11%,-3%,1%,2%,-8%
CC(C)CC(N=C1NC(C)(C)Cc2ccccc21)C(=O)O (configuration not stated),2%,-3,0%,-19%,14%,0%,-10%,20%,2%
COc1ccc(OC)c(NC(=O)N2CCN(S(=O)(=O)c3ccc4c(ccn4C)c3)CC2)c1,-26%,-11,-2%,-16%,2%[57.1 µM],-6%[57.1 µM],2%,-11%[57 µM],-5%
Cc1nnc(NC(=O)CSc2nc3c([nH]c4ccccc43)c(=O)n2-c2cccc(Cl)c2)s1,-17%,2,9%,-9%,19%[57.1 µM],3%[57.1 µM],7%,36%[57 µM],-7%

# These rows are one share of the data; count on the stated rates, not on these rows.
